From PubChem
BAZ2B block – qHTS Assay for Inhibitors of BAZ2B | AlphaScreen BAZ2B-H3K14Ac peptide displacement | 4.4% of 360,000 active | AID 504333, 2011 | Potency, µM (highest dose often 114 µM), for the others: at the highest dose activity change, negative = inhibition, usual class: inhibitors; further: potency means the concentration at half of the fitted maximal effect; on the % scale 0 is the no-effect control and ±100 the full control effect; nearly all actives have a fitted effect of over 60% in size
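Complex of BAZ2B and biotin-H3K14Ac (50 nM apiece) forms over 30 min at RT, then faces library compounds up to 110 uM for another 30 min; AlphaScreen beads added, 20 min dark incubation, luminescence read.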
GLS inh – qHTS for Inhibitors of Glutaminase (GLS) | Glutaminase kidney isoform, mitochondrial (Homo sapiens), O94925 | GLS enzymatic activity, qHTS titration | Potency, µM (highest dose often 45.5 µM), without a hit: at the highest dose activity change, negative = inhibition, usual class: inhibitors | 0.21% of 410,000 active | AID 624170, 2012; further: potency means the concentration at half of the fitted maximal effect; on the % scale 0 is the no-effect control and ±100 the full control effect
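Assay buffer: 45 mM KH2PO4 pH 8.2, 0.02% Tween-20. hKGA acts on L-glutamine (1 mM solution added); product glutamate is reported by an oxidase/peroxidase Amplex Red coupling, with fluorescence taken at baseline and 30 min.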
PGK inhibitor – qHTS Assay to Find Inhibitors of Phosphoglycerate Kinase; Phosphoglycerate kinase, glycosomal (Trypanosoma brucei brucei), P07378; PGK/GAPDH coupled, Kinase-Glo luminescence, 60 min; Potency, µM (top dose mostly 57.5 µM), for the others: top-dose activity change, negative = inhibition, usual class: inhibitors; 0.043% of 380,000 active; further: potency means the concentration at half of the fitted maximal effect; on the % scale 0 is the no-effect control and ±100 the full control effect; nearly all actives have a fitted effect of over 60% in size
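Luminescent ATP detection (Kinase-Glo Plus) follows a 60-minute room-temperature incubation, with wells lacking PGK as controls. Buffer: 100 mM TEA (pH 7.6), 5 mM MgCl2, 0.01% Tween-20. Coupling enzyme GAPDH (100 nM final) supplies unstable 1,3-BPG in-well.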
PI4K2A block – qHTS for small molecular inhibitors of PI4K2A; Phosphatidylinositol 4-kinase type 2-alpha (Homo sapiens), Q9BTU6; purified PI4K2A, ADP-Glo luminescence, 1 h; hits give low values; activity change, negative = inhibition, % at 76.9 µM; 0.13% of 420,000 active; in the data active means activity change below about -50%; inconclusive means mostly about -30% to -49%;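 further: -100% = wells without enzyme as full effect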
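PI4K2A activity was measured by ADP-Glo luminescence: enzyme (4 ug/mL stock) and phosphatidylinositol (1.2 mM stock) in Tris pH 7.5/MgCl2/EGTA/Triton X-100 buffer were reacted with ATP (300 microM stock) for one hour at ambient temperature.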
HP1b chromo inh – HTS for Inhibitors of HP1-beta Chromodomain Interactions with Methylated Histone Tails; AlphaScreen HP1-beta / biotin-H3K9me3 peptide binding; Potency, µM (titrated, usually from 114 µM), inactives show at the top dose activity change, negative = inhibition, usual class: inhibitors; 0.56% of 390,000 active; further: potency means the concentration at half of the fitted maximal effect; nearly all actives have a fitted effect of over 70% in size; inactives centre near 23
Target sequence (P83916 whole entry, looked up): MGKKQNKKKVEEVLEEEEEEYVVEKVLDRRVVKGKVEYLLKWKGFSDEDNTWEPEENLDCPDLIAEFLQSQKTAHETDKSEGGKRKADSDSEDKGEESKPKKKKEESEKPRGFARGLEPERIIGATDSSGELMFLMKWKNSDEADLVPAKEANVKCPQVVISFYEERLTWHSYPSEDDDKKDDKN
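HP1-beta protein (50 nM final) preincubated 30 min at room temperature with biotinylated H3(1-18)K9me3 peptide (50 nM) in PBS pH 7.4, 0.01% Tween-20, then compound added for 30 min. AlphaScreen streptavidin donor/nickel chelate acceptor beads (10 ug/mL final), 30 min dark, luminescence read.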
G9a block – qHTS Assay for Inhibitors of Histone Lysine Methyltransferase G9a | AID 504332, 2011 | Potency, µM (series often up to 102 µM), inactives show at the highest dose activity, negative = inhibition, most hits filed as inhibitors | G9a H3K9 monomethylation, AlphaScreen, 2 h | 8.8% of 350,000 active; further: potency means the concentration at half of the fitted maximal effect; on the % scale 0 is the no-effect control and ±100 the full control effect; nearly all actives have a fitted effect of over 75% in size
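G9a (20 nM) was preincubated 15 min with compound, then reacted 2 h at room temperature with 500 nM biotin-H3K9 peptide and 20 µM SAM. Monomethyl-H3K9 detected by AlphaScreen using anti-H3K9me1 antibody.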
Pin1 inhibitor – qHTS Assay to Find Inhibitors of Pin1 | Peptidyl-prolyl cis-trans isomerase NIMA-interacting 1 (Homo sapiens), Q13526 | Pin1 FP peptide displacement, HiFluor488, 10 min | Potency, µM (doses to about 115 µM), without a hit: top-dose activity, negative = inhibition, most hits filed as inhibitors | 0.009% of 390,000 active; active means well fitted inhibition curve with a large enough effect in the polarisation, with a control signal flat, not every such curve was filed as active; inconclusive means small, poorly fitted or top-dose-only effect, or effect the other way, or a change in a side signal; inactive means no such curve, though single readings can be large or run the other way; the % refers to the polarisation; further: potency means the concentration at half of the fitted maximal effect; on the % scale 0 is the no-effect control and ±100 the full control effect
Target sequence (Q13526 whole entry, looked up): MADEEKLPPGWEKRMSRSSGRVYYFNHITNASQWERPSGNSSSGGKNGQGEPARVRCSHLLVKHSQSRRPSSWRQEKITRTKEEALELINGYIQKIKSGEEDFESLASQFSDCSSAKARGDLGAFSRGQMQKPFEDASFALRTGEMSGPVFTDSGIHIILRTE
POLH inh – qHTS for Inhibitors of Polymerase Eta. DNA polymerase eta (Homo sapiens), Q9Y253. recombinant Pol eta, fluorescent DNA replication assay. Potency, µM (top dose mostly 114 µM), inactives show at the highest dose activity change, negative = inhibition, actives largely listed as inhibitors. 1.2% of 390,000 active. AID 588591, 2011; further: potency means the concentration at half of the fitted maximal effect; on the % scale 0 is the no-effect control and ±100 the full control effect
Target sequence (Q9Y253 whole entry, looked up): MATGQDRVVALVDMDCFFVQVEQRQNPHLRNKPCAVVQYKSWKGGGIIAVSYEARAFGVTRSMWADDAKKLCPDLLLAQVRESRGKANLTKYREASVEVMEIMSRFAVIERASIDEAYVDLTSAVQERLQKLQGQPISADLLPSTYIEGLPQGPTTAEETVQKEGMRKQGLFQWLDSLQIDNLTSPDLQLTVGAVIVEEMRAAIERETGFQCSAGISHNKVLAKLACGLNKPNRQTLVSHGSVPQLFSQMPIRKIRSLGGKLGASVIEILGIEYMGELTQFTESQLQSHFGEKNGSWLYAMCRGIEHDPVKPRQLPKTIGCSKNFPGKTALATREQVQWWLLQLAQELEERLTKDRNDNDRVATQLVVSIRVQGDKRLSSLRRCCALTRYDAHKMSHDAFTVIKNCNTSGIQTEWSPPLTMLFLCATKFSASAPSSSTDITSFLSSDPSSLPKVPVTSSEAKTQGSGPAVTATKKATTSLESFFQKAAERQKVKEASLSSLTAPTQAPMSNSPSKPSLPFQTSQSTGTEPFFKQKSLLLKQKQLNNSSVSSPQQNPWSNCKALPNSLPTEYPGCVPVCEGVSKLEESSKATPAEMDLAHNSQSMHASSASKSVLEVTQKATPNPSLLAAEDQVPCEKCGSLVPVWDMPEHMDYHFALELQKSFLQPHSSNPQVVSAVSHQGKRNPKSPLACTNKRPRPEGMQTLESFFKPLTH
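Fluorescent replication assay: 50 nM final substrate added after a 15 min room-temperature compound preincubation with 10 nM enzyme. Signal taken at 0 min and again at 10 min.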
JMJD2A Tudor – qHTS Assay for Inhibitors of JMJD2A-Tudor Domain; AlphaScreen JMJD2A-Tudor / H3K4me3 peptide binding; Potency, µM (series often up to 114 µM), inactives show at the highest dose activity change, negative = inhibition, hits mostly inhibitors; 4.4% of 390,000 active; further: potency means the concentration at half of the fitted maximal effect; on the % scale 0 is the no-effect control and ±100 the full control effect; nearly all actives have a fitted effect of over 50% in size
* = called active by the depositor; & = joins results of further samples; [ ] = another dose, or the depositor's remark. Unless noted, the call rests on the fitted dose curve; in most records, active means well fitted curve in the direction sought with a large enough effect; inconclusive means small, poorly fitted or top-dose-only effect, or another doubt; inactive means no such curve, though single readings can be large; an effect the other way counts as inactive or inconclusive. Only part of the results is shown; rates above refer to the full screens.

What do the screens show for `O=C(COC(=O)c1ccc(O)cc1)Nc1ccc(S(=O)(=O)N2CCOCC2)cc1`?
GLS inh: -13%; PGK inhibitor: -8%; PI4K2A block: 9; HP1b chromo inh: 24%; Pin1 inhibitor: 2%; POLH inh: -11%; JMJD2A Tudor: -11%

What do the screens show for `COc1cc(C(=O)N2CCN(S(=O)(=O)c3ccc(C(C)C)cc3)CC2)ccc1OCC(=O)N1CCOCC1`?
GLS inh: -4%; PGK inhibitor: 0%; PI4K2A block: 3; HP1b chromo inh: 22%; Pin1 inhibitor: -6%; POLH inh: -6%; JMJD2A Tudor: -22%

Results for O=CN1CCCN(Cc2nc(Cc3ccccc3F)no2)CC1 ?
BAZ2B block: 4%; GLS inh: -2%; PGK inhibitor: 0%; PI4K2A block: -2; HP1b chromo inh: 44%[activator]; G9a block: 17%; Pin1 inhibitor: 5%; POLH inh: -11%; JMJD2A Tudor: -1%

What do the screens show for `COc1cccc2sc3ccc(C#Cc4ccc(N)cc4)cc3c(=O)c12`?
BAZ2B block: -38%; GLS inh: 1%; PGK inhibitor: -1%; PI4K2A block: -8; HP1b chromo inh: 27%; Pin1 inhibitor: 2%; POLH inh: -5%; JMJD2A Tudor: -34%

Results for C/C(=N/NC(=O)CNC(=O)COc1cccc(C)c1)c1ccc(Cl)cc1 ?
BAZ2B block: 2%; GLS inh: -5%; PGK inhibitor: -3%; PI4K2A block: 3; HP1b chromo inh: 40%[activator]; G9a block: 62%[activator]; Pin1 inhibitor: -4%; POLH inh: -12%; JMJD2A Tudor: 0%

How did O=C(N/N=C\c1ccc(Br)cc1)c1ccc(Cn2cccn2)o1 do in these assays?
BAZ2B block: 3%; GLS inh: -1%; PGK inhibitor: -7%; PI4K2A block: 5; HP1b chromo inh: 32%[activator]; G9a block: 13%[59 µM]; Pin1 inhibitor: -6%; POLH inh: -13%; JMJD2A Tudor: -2%

Results for CCO[C@@H]1OC(C(=O)O)=C[C@H](c2ccc(Br)cc2)[C@H]1CCCO ?
BAZ2B block: -4%; GLS inh: 1%; PGK inhibitor: inactive; PI4K2A block: -1; HP1b chromo inh: 53%[activator]; G9a block: 0%[59 µM]; Pin1 inhibitor: -8%; POLH inh: -12%; JMJD2A Tudor: -6%

What do the screens show for `Cc1cc(C)c(C#N)c(SCC(=O)Nc2ccccc2C#N)n1`?
BAZ2B block: 5%; GLS inh: 0%; PGK inhibitor: 4%; PI4K2A block: -3; HP1b chromo inh: 36%[activator]; G9a block: -5%[59 µM]; Pin1 inhibitor: -4%; POLH inh: -9%; JMJD2A Tudor: 2%

Results for CCN(CC)S(=O)(=O)c1cc(NC(=O)C2Cc3ccccc3C(=O)O2)ccc1C (centres undefined) ?
BAZ2B block: -35%; GLS inh: -2%; PGK inhibitor: -1%; PI4K2A block: -1; HP1b chromo inh: 11%; G9a block: -29%; Pin1 inhibitor: 0%; POLH inh: -1%; JMJD2A Tudor: -13%

Results for Cc1ccccc1Cn1cnc2ccccc2c1=O ?
BAZ2B block: 6%; GLS inh: 8%; PGK inhibitor: 8%; PI4K2A block: 2; HP1b chromo inh: 22%; G9a block: 11%[59 µM]; Pin1 inhibitor: -1%; POLH inh: -15%; JMJD2A Tudor: -6%

How did O=C(Cn1ccc(C(F)(F)F)n1)N=Nc1c(O)[nH]c2ccc(Br)cc12 do in these assays?
BAZ2B block: -3%; GLS inh: 8%; PGK inhibitor: inactive; PI4K2A block: 3; HP1b chromo inh: 19%; G9a block: -43%; Pin1 inhibitor: 1%; POLH inh: 3%; JMJD2A Tudor: -27%

What do the screens show for `COc1ccc(-c2[nH]ncc2CN(C)Cc2cccnc2)c(F)c1`?
BAZ2B block: -3%; GLS inh: 2%; PGK inhibitor: 1%; PI4K2A block: -1; HP1b chromo inh: 39%[activator]; G9a block: 1%; Pin1 inhibitor: 0%; POLH inh: -22%; JMJD2A Tudor: -11%

How did COc1ccc(C2C3=C(COC3=O)Oc3cc4c(cc32)OCO4)cc1OC (centres undefined) do in these assays?
GLS inh: 16%; PGK inhibitor: 6%; PI4K2A block: -6; HP1b chromo inh: 14%&24%; Pin1 inhibitor: 5%&-6%; POLH inh: -13%; JMJD2A Tudor: -15%&-20%

What do the screens show for `CC(C(=O)O)N1C(=O)c2ccccc2C1=O` (centres undefined)?
BAZ2B block: 1%; GLS inh: -1%; PGK inhibitor: inactive; PI4K2A block: 2; HP1b chromo inh: 79%[activator]; G9a block: -3%; Pin1 inhibitor: -7%; POLH inh: -13%; JMJD2A Tudor: -5%[57.1 µM]

What do the screens show for `CCCCCCSc1ccc([C@H]2N[C@@](C)(C(=O)OC)[C@H]3C(=O)N(CC)C(=O)[C@@H]23)cc1`?
BAZ2B block: 51%[activator]; GLS inh: -15%; PGK inhibitor: -1%; PI4K2A block: 3; HP1b chromo inh: 55%[activator]; G9a block: 91%[activator][2.33 µM]; Pin1 inhibitor: 3%; POLH inh: -25%; JMJD2A Tudor: 4%

What do the screens show for `CC1CC(C)CN(S(=O)(=O)c2ccc(NC(=O)CN3C(=O)NC(C)(c4ccccc4)C3=O)cc2)C1` (centres undefined)?
BAZ2B block: 7%; GLS inh: 4%; PGK inhibitor: 0%; PI4K2A block: 6; HP1b chromo inh: 1%; Pin1 inhibitor: 3%; POLH inh: -19%; JMJD2A Tudor: -35%

What do the screens show for `O=C(CN1CCc2ccccc21)NN1CC(=O)N(c2ccc(Cl)cc2)CC1=O`?
BAZ2B block: -16%; GLS inh: 14%; PGK inhibitor: 1%; PI4K2A block: 13; HP1b chromo inh: 29%; G9a block: inconclusive; Pin1 inhibitor: 0%; POLH inh: -5%; JMJD2A Tudor: -10%

What do the screens show for `O=C1c2cc([N+](=O)[O-])cc3cc([N+](=O)[O-])cc(c23)C(=O)N1c1ccccn1`?
BAZ2B block: inconclusive; GLS inh: -3%; PGK inhibitor: inconclusive; PI4K2A block: -18; HP1b chromo inh: -32%; G9a block: inconclusive; Pin1 inhibitor: -7%; POLH inh: 16µM*; JMJD2A Tudor: inconclusive

What do the screens show for `CCOC(=O)C1=C(C)Nc2ccccc2N=C1NC(=O)/C=C/c1ccc(OC)cc1OC`?
BAZ2B block: -19%; GLS inh: 6%; PGK inhibitor: 1%; PI4K2A block: 5; HP1b chromo inh: 7%; G9a block: -9%; Pin1 inhibitor: 3%; POLH inh: 4%; JMJD2A Tudor: 0%

What do the screens show for `CCOC(=O)C1(Cc2cccc(OC)c2)CCCN(C(=O)CCSC)C1` (centres undefined)?
BAZ2B block: -9%; GLS inh: -4%; PGK inhibitor: -8%; PI4K2A block: -6; HP1b chromo inh: 28%; Pin1 inhibitor: -5%; POLH inh: -6%; JMJD2A Tudor: -2%

Results for CCC1CCCCN1C(=S)NC(=O)c1cc(Br)ccc1Cl (centres undefined) ?
BAZ2B block: -36%; GLS inh: 13%; PGK inhibitor: inactive; PI4K2A block: -2; HP1b chromo inh: 37%; G9a block: 9%[59 µM]; Pin1 inhibitor: -6%; POLH inh: -6%; JMJD2A Tudor: -26%

How did Cc1ccc(NC(=O)Cn2c(CCC(=O)O)ccc2-c2cccs2)cc1 do in these assays?
BAZ2B block: inconclusive; GLS inh: 19%&6%; PGK inhibitor: -10%&-2%; PI4K2A block: 2&2; HP1b chromo inh: 11%&16%; G9a block: -33%[59 µM]; Pin1 inhibitor: -2%&8%; POLH inh: 79µM*; JMJD2A Tudor: -7%&-25%

Results for CC(C)(C)OC(=O)NNC(=O)c1cccs1 ?
BAZ2B block: 8%; GLS inh: 9%; PGK inhibitor: -1%; PI4K2A block: -4; HP1b chromo inh: 42%; G9a block: 13%; Pin1 inhibitor: -1%; POLH inh: -11%; JMJD2A Tudor: -3%

Results for COc1ccc(/C=C/C(=O)NC(=S)Nc2ccc(S(=O)(=O)Nc3cc(OC)ncn3)cc2)cc1 ?
BAZ2B block: -20%; GLS inh: -3%; PGK inhibitor: -20%; PI4K2A block: 6; HP1b chromo inh: 7%; G9a block: 40µM*; Pin1 inhibitor: 3%; POLH inh: -28%; JMJD2A Tudor: -20%

Results for Cc1ccc(CN2C(=O)N/C(=C/c3cc(C)n(-c4ccccn4)c3C)C2=O)cc1 ?
BAZ2B block: -9%; GLS inh: 6%; PGK inhibitor: 4%; PI4K2A block: 4; HP1b chromo inh: 14%; G9a block: 0%[59 µM]; Pin1 inhibitor: 5%; POLH inh: -19%; JMJD2A Tudor: -23%

What do the screens show for `C/C(=N\Nc1ncc(Cl)cc1Cl)c1ccc(C#N)cc1`?
BAZ2B block: -11%; GLS inh: -7%; PGK inhibitor: 0%; PI4K2A block: 0; HP1b chromo inh: 9%; G9a block: -29%; Pin1 inhibitor: 5%; POLH inh: 4%; JMJD2A Tudor: -7%

Results for CCOc1ccc(NC(=O)C2C3C=CC4(CN(C(C(=O)OC)C(C)C)C(=O)C24)O3)cc1 (centres undefined) ?
BAZ2B block: 2%; GLS inh: 1%; PGK inhibitor: -6%; PI4K2A block: 9; HP1b chromo inh: 24%; G9a block: 5%; Pin1 inhibitor: 3%; POLH inh: -19%; JMJD2A Tudor: -8%
